# IL1B NFkB inh: blocks IL-1B driven NFkB nuclear translocation in HUVEC cells; inhibition, % at 2 µM; 94,000 tested, 0.43% active; HUVEC IL-1B NFkB p65 nuclear translocation imaging;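 active = inhibition above about 30% together with a positive call from visual inspection of the well image, limit read from the data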;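 also: nuclear over cytoplasmic p65 intensity ratio measured by imaging; 0% = IL-1B stimulated DMSO wells and 100% = unstimulated DMSO wells; values of inactives mirror those of a sister screen read the other way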
# PLAP inhibitors HTS: PLAP enzyme inhibitors, biochemical, luminescence, HTS (AID 690); purified PLAP, luminescent substrate; higher % means a stronger effect; inhibition, % at 20 µM, or IC50 in µM where a hit was titrated; 96,000 tested, 0.08% active; in the data active = a potency from the dose series; inactive = the rest, 99 in 100 with inhibition below about 30%; also: strong numbers were not always called active
# IL1B NFkB pot: enhances IL-1B driven NFkB nuclear translocation | HUVEC IL-1B NFkB p65 nuclear translocation imaging | activation, % at 2 µM | 94,000 tested, 0.3% active | AID 819;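 active = activation above 40%, about the mean plus 3 SD, also judged a hit on visual image review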;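 also: percent activation is computed from the nuclear over cytoplasmic p65 intensity ratio; values of inactives mirror those of a sister screen read the other way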
# MRP resist rev: compounds reversing MRP-mediated drug resistance | H69AR cells + 2 uM doxorubicin, CellTiter-Glo, 72 h | differential viability (reversal), % at 10 µM | 85,000 tested, 0.04% active | AID 602;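 active = viability drop by adding the cancer drug above about 55%, with treated viability meeting a 40% cutoff, limit read from the data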;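 also: viability without doxorubicin minus viability with 2 µM doxorubicin for each compound; larger differential means the compound sensitizes cells more to doxorubicin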
# Bcl-B displacement: displacers of TR3 peptide from Bcl-B, primary screen, selectivity assay for Bfl-1 inhibitor project, biochemical, fluorescence polarization | FP displacement of FITC-TR3 peptide from Bcl-B; higher % means a stronger effect | displacement, % at 20 µM; hits with a dose series show IC50 in µM | 96,000 tested, 0.11% active | AID 748;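 active = displacement above 50% at 20 µM plus a fluorescence interference ratio under 1.5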;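 also: plate controls were wells without compound for no effect and wells lacking Bcl-B protein for full effect; a part of the inactive calls stands beside numbers as strong as those of hits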
# MRP resist rev cytotoxicity: second read-out of MRP resist rev, no call of its own (marks repeat the call); viability, %; H69AR cells, CellTiter-Glo, 72 h; measured here: cytotoxicity without doxorubicin
# MRP resist rev with doxorubicin: also measured in MRP resist rev; calls as there; viability, %; measured here: viability with 2 uM doxorubicin; stronger effect = lower value
# IL1B NFkB inh cell count 2 µM: further read-out of IL1B NFkB inh, marked with its call; cell count; measured here: cells passing quality filter;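 raw number of nuclei counted in each imaged well without normalization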
# IL1B NFkB pot cell count 2 µM: recorded beside IL1B NFkB pot, whose call it bears; cell count; measured here: cells passing quality filter
# Active calls of the source: *; . = no result given.
SMILES,IL1B NFkB inh,IL1B NFkB inh cell count 2 µM,PLAP inhibitors HTS,IL1B NFkB pot,IL1B NFkB pot cell count 2 µM,MRP resist rev,MRP resist rev cytotoxicity,MRP resist rev with doxorubicin,Bcl-B displacement
CCN(CC)C(=O)COn1c(SCC(=O)N(CC)CC)nc2ccccc2c1=O,.,.,-63%,.,.,.,.,.,-9%
CCOc1ccc(C)cc1S(=O)(=O)n1ccc(C)n1,10,107,13%,-10,107,10,99,89,4%
Cc1cc(C)c(NC(=O)CSc2nnc(SCC(=O)Nc3c(C)cc(C)cc3C)n2N)c(C)c1,3,144,4%,-3,144,15,89,74,-4%
CSc1nnc(-c2cccs2)n1-c1ccccc1,-10,62,14%,10,62,17,95,78,-8%
O=C1C2C3C=CC(C3)C2C(=O)N1/N=C/c1cn(Cc2ccc(F)cc2)c2ccccc12 (configuration not stated),-3,120,8%,3,120,.,.,.,-6%
Brc1cccc(-c2cnc3n2CCCCC3)c1,8,42,-36%,-8,42,12,91,78,-1%
CC(=O)c1ccc(N2CCN(C(=S)Nc3cccc(F)c3)CC2)cc1,1,161,9%,-1,161,.,.,.,-17%
Cc1ccc(NS(=O)(=O)c2cc(OCC(N)=O)c(C)cc2Cl)cc1C,5,124,.,-5,124,14,84,70,.
C(=N\n1cnnc1)/c1cccc(OCCOc2ccccc2)c1,-20,133,6%,20,133,-8,72,81,-4%
O=C(CN1C(=O)c2ccccc2S1(=O)=O)NCc1ccccn1,-10,144,0%,10,144,6,95,89,-6%
O=C(O)CC(=O)Nc1cc(Cl)ccc1O,-10,169,-3%,10,169,3,100,97,9%
CC1(C)Cc2c(C#N)c(NCC3CCCO3)nc(-c3ccco3)c2CO1 (configuration not stated),0,135,-19%,0,135,2,73,71,15%
COc1ccc(C(=O)NCC(=O)OCC(=O)N2CC(C)CC(C)C2)cc1 (configuration not stated),-16,67,-7%,16,67,-6,103,108,-8%
CCOc1cc(NC(=S)NCC2CCCO2)c(OCC)cc1NC(=O)c1cccc(C)c1 (configuration not stated),-8,144,4%,7,144,.,.,.,-2%
CC(NS(=O)(=O)c1ccccc1)C(N)=O (configuration not stated),-22,174,-23%,22,174,-1,94,95,-10%
NC(=O)c1ccccc1NS(=O)(=O)c1ccc2c(c1)OCCO2,-15,148,2%,15,148,10,91,82,0%
COc1ccc(NC(=O)c2ccccn2)cc1,7,145,16%,-7,145,.,.,.,-22%
C=CCn1c(SCC(=O)c2ccc(OC)cc2)nnc1C(C)NC(=O)c1cccs1 (configuration not stated),49*,7*,-46%,-49,7,-5,86,91,-18%
COc1ccc(OC)c(S(=O)(=O)N2CCCC(C)C2)c1 (configuration not stated),-9,190,.,9,190,1,97,96,.
Cc1nn(-c2ccccc2)c2sc(C(=O)NC3CCCCC3)cc12,-9,90,-25%,9,90,-25,59,84,2%

# Ordered by value in PLAP inhibitors HTS (low to high): some entries from above.
Compound | PLAP inhibitors HTS | IL1B NFkB pot | IL1B NFkB pot cell count 2 µM | Bcl-B displacement
C=CCn1c(SCC(=O)c2ccc(OC)cc2)nnc1C(C)NC(=O)c1cccs1 (configuration not stated) | -46% | -49 | 7 | -18%
COc1ccc(C(=O)NCC(=O)OCC(=O)N2CC(C)CC(C)C2)cc1 (configuration not stated) | -7% | 16 | 67 | -8%
O=C(O)CC(=O)Nc1cc(Cl)ccc1O | -3% | 10 | 169 | 9%
Cc1cc(C)c(NC(=O)CSc2nnc(SCC(=O)Nc3c(C)cc(C)cc3C)n2N)c(C)c1 | 4% | -3 | 144 | -4%

# Remaining list, next part
SMILES,IL1B NFkB inh,IL1B NFkB inh cell count 2 µM,PLAP inhibitors HTS,IL1B NFkB pot,IL1B NFkB pot cell count 2 µM,MRP resist rev,MRP resist rev cytotoxicity,MRP resist rev with doxorubicin,Bcl-B displacement
CCOC(=O)C1=C(CSc2nc3ccccc3s2)NC(=O)NC1c1cc(C)ccc1C (configuration not stated),3,112,-4%,-3,112,.,.,.,0%
COc1cccc(S(=O)(=O)NCc2ccc(C(=O)Nc3ccc(C)cc3)cc2)c1,-26,163,9%,26,163,.,.,.,14%
CCOC(=O)c1c(NC(=O)Cc2cccs2)sc(C(=O)NC2CCCC2)c1C,-4,146,8%,4,146,-5,28,32,7%
Cc1c(C#N)c2ncn(Cc3ccccn3)c(=O)c2n1-c1ccccc1,8,151,-24%,-8,151,-8,77,85,0%
COc1ccc(CNC(=O)c2ccccc2[N+](=O)[O-])cc1,4,179,-10%,-4,179,.,.,.,-5%
COc1cccc(NC(=O)CN2C(=O)COc3ccc(Cl)cc32)c1,.,.,10%,.,.,17,107,89,6%
COc1ccc(CCNC(=O)C/C(C)=N/NC(=O)c2ccc(N)cc2)cc1OC,-5,168,3%,5,168,.,.,.,6%
Cc1ccc(NC(=O)CC(NCCN2CCOCC2)C(=O)O)cc1Cl (configuration not stated),-8,92,-11%,8,92,4,96,92,-11%
Cc1cc2cc(CNC(=O)c3ccc(S(=O)(=O)N4CCCCC4)cc3)ccc2[nH]1,-16,174,-52%,16,174,-2,84,86,0%
CCOc1ccccc1C(=O)N(CN1CCCC1=O)c1cccc(Cl)c1,4,144,-10%,-4,144,5,93,88,-15%
CCCn1nnc(NC(=O)C(c2ccccc2)c2ccccc2)n1,-3,160,9%,3,160,17,98,81,14%
COc1ccccc1C(=O)N1C(CC(=O)Nc2cc(Cl)ccc2C)C(=O)NC2CCCCC21 (configuration not stated),-16,123,-78%,16,123,-7,65,72,-7%
Cc1ccccc1/C=C1\OC(=O)c2ccccc21,-2,132,13%,2,132,.,.,.,-1%
CCC(C)n1c(NC(=O)c2ccccc2)c(C#N)c2nc3ccccc3nc21 (configuration not stated),-12,156,-23%,12,156,-7,3,10,-58%
Cc1ccsc1/C=N/Nc1ncc(Cl)cc1Cl,-3,197,-240%,3,197,.,.,.,-4%
CC(=O)C1=C(C)NC(C)=C(C(C)=O)C1c1cccs1,-5,170,-2%,5,170,.,.,.,-8%
CCN(C(=O)c1cn(C)c(=O)c2cc(OC)c(OC)cc12)c1cc(OC)ccc1OC,-18,144,-47%,19,144,49,80,30,-3%
COc1ccc(CCNC(=O)CC2Oc3ccc(Cl)cc3NC2=O)cc1OC (configuration not stated),-6,164,1%,6,164,-18,61,79,-6%
COCCN(CCOC)c1ncnc2c1cnn2-c1ccc(Cl)cc1,8,56,-25%,-8,56,.,.,.,-1%
Cc1ccc(-c2ccc(C(=O)O)[nH]2)cc1,4,67,4%,-4,67,5,95,91,0%

# Individual results from the list:
# COCCN(CCOC)c1ncnc2c1cnn2-c1ccc(Cl)cc1 in Bcl-B displacement shows -1%
# CC(=O)C1=C(C)NC(C)=C(C(C)=O)C1c1cccs1 in PLAP inhibitors HTS shows -2%

# The list goes on:
SMILES,IL1B NFkB inh,IL1B NFkB inh cell count 2 µM,PLAP inhibitors HTS,IL1B NFkB pot,IL1B NFkB pot cell count 2 µM,MRP resist rev,MRP resist rev cytotoxicity,MRP resist rev with doxorubicin,Bcl-B displacement
O=C(NCCc1csc(-c2cccnc2)n1)c1ccc(Br)o1,.,.,4%,.,.,13,86,73,0%
CCOc1ccccc1C(=O)Nc1cc(OC)ccc1OC,-31,156,10%,31,156,.,.,.,6%
CCn1c(C)nc2cc(C(=O)NNS(=O)(=O)c3ccc(C)cc3C)ccc21,1,32,-5%,-1,32,16,95,80,-2%
CCOc1ccc(CC(=O)Nc2c(C(N)=O)oc3ccc(Br)cc23)cc1OCC,-17,181,4%,17,181,-12,37,49,7%
O=C1c2ccccc2C(Nc2ccccc2)N1c1ccc(Cl)cn1 (configuration not stated),-2,163,12%,2,163,8,91,83,-4%
COc1ccc(C(=O)CSc2nnc(-c3cc4ccccc4cc3O)n2Cc2ccco2)cc1,6,156,-86%,-6,156,5,76,71,-1%
COCCCNC(=O)C(=O)N/N=C/c1ccc(OCC(=O)Nc2cccc(Cl)c2C)c(OC)c1,.,.,-16%,.,.,.,.,.,-5%
Cc1ccc([N+](=O)[O-])cc1NC(=O)CN1CCCCC1,-10,160,11%,10,160,.,.,.,-5%
CCS(=O)(=O)CCSc1nc(C)cc(C)n1,-4,121,3%,4,121,-1,88,89,1%
COc1cc(S(=O)(=O)N(Cc2ccc(C)cc2)Cc2ccco2)ccc1-n1cnnn1,0,198,6%,0,198,12,102,89,-14%
COc1ccccc1-c1nnc2n1N=C(C)CS2,-4,70,-2%,4,70,.,.,.,1%
CCOc1ncccc1C(=O)OCC(=O)N1CCN(S(=O)(=O)c2ccc(Cl)cc2)CC1,.,.,-53%,.,.,-6,82,88,12%
Nc1nc(SCc2nc3scc(-c4cccs4)c3c(=O)[nH]2)n[nH]1,-30,123,-148%,30,123,.,.,.,-3%
CC12CN3CC(C)(CN(C1)C3c1ccc3c(c1)OCO3)C2=O (configuration not stated),-12,138,4%,12,138,-4,91,95,-7%
COc1ccc2c(c1)N(C)C(=O)CC(c1ccccc1)=N2,-13,102,-32%,13,102,0,101,101,-10%
Cc1ccc(Oc2cnc3ccccc3n2)cc1,-8,178,-18%,8,178,.,.,.,-3%
COC(=O)C1=C(N)OC2=C(C(=O)CC(C)(C)C2)C1c1cccnc1 (configuration not stated),.,.,14%,.,.,2,98,96,-10%
Cc1ccc(NS(=O)(=O)c2cccc(C(=O)n3ncc(C#N)c3N)c2)c(C)c1,.,.,-37%,.,.,3,86,83,3%
CC(C(=O)N1CCCc2ccccc21)N1CCN(S(=O)(=O)c2ccccc2F)CC1 (configuration not stated),-7,202,-48%,7,202,-2,88,89,-5%
O=C(Nc1ccc2c(c1)OCO2)c1cccc(Cl)c1,-16,201,17%,16,201,7,87,81,-6%
c1coc(CN(Cc2cccs2)Cc2nnnn2C2CCCCC2)c1,0,134,.,0,134,6,85,79,.
Clc1ccc(-n2nnnc2-c2ccccc2)cc1Cl,.,.,28%,.,.,9,98,89,-3%
CCCOc1ccc(NCC(=O)Nc2ccc(C)cc2C)cc1,4,73,.,-4,73,-8,84,92,.
COc1ccc2c(c1)c(C(O)CN1CCC3(CC1)OCCO3)c(C)n2C (configuration not stated),-20,177,-27%,20,177,5,98,93,-27%
COc1ccc(CNC(=O)CCCOc2cc(=O)n(C)c3ccccc23)cc1,-22,175,6%,10,86,24,99,74,-12%
CC(=O)c1c(C(C)=O)c(C)n(-c2ccc(C)c(NC(=O)c3ccccc3Cl)c2)c1C,-11,176,-32%,11,176,.,.,.,-3%
Cc1c(C(=O)OCC2CCCO2)[nH]c2c1C(=O)CC(c1ccco1)C2 (configuration not stated),-1,164,-18%,1,164,-35,28,63,24µM*
O=C(CCn1c(=O)[nH]c2ccsc2c1=O)NCCc1ccc(Cl)cc1,11,161,7%,-11,161,.,.,.,-6%
CCN1CCCC1CNC(=O)C1c2cc(OC)c(OC)cc2C(=O)N(C)C1c1cccnc1 (configuration not stated),16,113,-11%,-16,113,.,.,.,2%
COc1ccc(C)cc1S(=O)(=O)NCCc1ccccc1,-25,146,20%,25,146,-4,96,100,4%
Cc1nc(N2CCN(S(=O)(=O)c3ccccc3)CC2)c2cc(-c3ccccc3)sc2n1,-17,174,-30%,17,174,-3,81,84,-31%
O=S(=O)(NCCSc1nnc(-c2ccco2)n1-c1ccccc1)c1ccccc1,-86,169,-28%,86*,169*,12,65,53,-5%
Cc1ccc(C(=O)O/N=C(/c2nonc2N)N(C)C)cc1,-27,108,-20%,27,108,.,.,.,-11%
COc1cccc(Cn2cccc(NC(=O)Nc3ccc(C#N)cc3)c2=O)c1,0,160,6%,0,160,-1,84,85,4%
Cc1occc1C(=O)N1CCN(C(=O)C2CCCO2)CC1 (configuration not stated),.,.,-23%,.,.,4,98,94,-6%
CN(C)CCCN1C(=O)c2oc3ccc(F)cc3c(=O)c2C1c1cccnc1 (configuration not stated),.,.,-47%,.,.,-2,95,98,-8%
CC(=O)N1CCC(N(CCCOC(C)C)C(=O)Nc2ccc(C)c(C)c2)CC1,7,166,-29%,-7,166,12,88,76,12%
Cn1c(SCC(=O)Nc2cccc(Br)c2)nnc1-c1cc2ccccc2o1,4,198,-14%,-4,198,5,97,91,-44%

# This is a subset. The share of hits here may be higher or lower than overall.
